# Mtb BioA inh: inhibitors of Mycobacterium tuberculosis BioA enzyme | 0.096% of 360,000 active | purified M. tuberculosis BioA enzyme, plate reader | inhibition, % at 9.99 µM; in the data active means inhibition above about 40%
# FadD28 FP inh: inhibitors of Mycobacterium tuberculosis FadD28 bisubstrate binding. FadD28 bisubstrate probe binding, fluorescence polarization. inhibition, % at 12.5 µM. 0.22% of 360,000 active. AID 588549; in the data active means inhibition above about 8.5%, passing the limit was not always enough
# Mtb UGM inh: inhibitors of M. tuberculosis UDP-galactopyranose mutase. inhibition, % at 10 µM. 0.06% of 320,000 active. P9WIQ1. AID 504406. purified UGM, fluorescence polarization probe displacement; in the data active means inhibition above about 10%, passing the limit was not always enough
# Target sequence (P9WIQ1 whole entry, looked up): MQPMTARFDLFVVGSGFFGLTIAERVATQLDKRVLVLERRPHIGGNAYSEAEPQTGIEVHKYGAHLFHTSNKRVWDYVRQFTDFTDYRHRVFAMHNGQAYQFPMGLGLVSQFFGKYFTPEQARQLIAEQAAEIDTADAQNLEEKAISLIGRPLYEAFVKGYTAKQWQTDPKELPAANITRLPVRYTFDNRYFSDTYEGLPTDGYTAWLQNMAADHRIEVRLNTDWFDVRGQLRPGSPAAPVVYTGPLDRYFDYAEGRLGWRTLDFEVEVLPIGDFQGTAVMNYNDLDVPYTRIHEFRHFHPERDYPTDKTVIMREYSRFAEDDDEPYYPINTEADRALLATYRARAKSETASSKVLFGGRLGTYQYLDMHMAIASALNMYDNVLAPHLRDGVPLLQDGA
# Rv3671c inh: inhibitors of M. tuberculosis serine protease Rv3671c; inhibition, % at 5.96 µM; AID 2606; P9WHR9; 0.048% of 320,000 active; in the data active means inhibition above about 38%;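 further: extracellular domain of Rv3671c used as enzyme; 0% = enzyme with DMSO and 100% = no enzyme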
# Target sequence (P9WHR9 whole entry, looked up, the tested form may be a part): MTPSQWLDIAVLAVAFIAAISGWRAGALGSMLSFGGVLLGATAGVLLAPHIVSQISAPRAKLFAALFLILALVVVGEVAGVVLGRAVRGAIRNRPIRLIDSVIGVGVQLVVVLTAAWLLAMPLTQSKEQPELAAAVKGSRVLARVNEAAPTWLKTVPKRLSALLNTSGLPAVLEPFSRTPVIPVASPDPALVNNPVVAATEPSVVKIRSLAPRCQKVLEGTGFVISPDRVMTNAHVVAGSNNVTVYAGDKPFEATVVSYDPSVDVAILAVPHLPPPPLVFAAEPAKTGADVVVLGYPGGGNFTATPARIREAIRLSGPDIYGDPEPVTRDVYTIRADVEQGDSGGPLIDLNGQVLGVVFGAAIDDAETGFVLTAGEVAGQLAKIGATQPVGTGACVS
# MazF activator: increases E. coli MazEF RNase cleavage of RNA; AID 504720; P0AE70; FAM/BHQ RNA-DNA oligo cleavage fluorescence, 5 h; activation, % at 20 µM; 0.32% of 350,000 active; in the data active means activation above about 50%
# Target sequence (P0AE70 whole entry, looked up): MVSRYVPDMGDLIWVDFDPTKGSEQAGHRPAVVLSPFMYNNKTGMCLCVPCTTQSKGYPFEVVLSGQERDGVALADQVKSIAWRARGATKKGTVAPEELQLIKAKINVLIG
# BoNT F protease: inhibitors of Botulinum neurotoxin F light chain protease; Multiplex microsphere protease cleavage assay, flow cytometry; inhibition, % at 10 µM; 0.22% of 360,000 active; AID 588497; in the data active means inhibition above about 35%, passing the limit was not always enough; further: plate controls were buffer without enzyme for full effect and enzyme alone for no effect
# PrPC TRFRET: cell surface PrPC inhibition, primary TR-FRET screen. P04156. TR-FRET read-out. inhibition, % at 13.8 µM. 0.43% of 370,000 active; in the data active means inhibition above about 24%; further: 0% = median of the test wells and 100% = reference compound wells
# GDH-TPI inh: inhibits GDH-TPI coupling enzymes, artifact for Mtb FBA screen | GDH-TPI coupled enzyme counterscreen, NADH absorbance | inhibition, % at 4.8 µM | 1.2% of 360,000 active; in the data active means inhibition above about 30%;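 further: 0% = DMSO wells and 100% = wells lacking the enzyme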
# Mtb FBA inh: inhibitors of M. tuberculosis fructose-bisphosphate aldolase; P9WQA3; purified M. tuberculosis FBA, fluorescence read-out; inhibition, % at 1 µM; 2.3% of 360,000 active; in the data active means inhibition above about 27%;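 further: 0% = vehicle and 100% = reference inhibitor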
# The depositor's hits bear a star; nt = not tested or not shown.
SMILES,Mtb BioA inh,FadD28 FP inh,Mtb UGM inh,Rv3671c inh,MazF activator,BoNT F protease,PrPC TRFRET,GDH-TPI inh,Mtb FBA inh
COc1ccc(NC(=O)N2CCN(C(=O)Nc3ccc(OC)cc3)CC2)cc1,0.2,-2.1,-0.2,-2.4,1.9,-1.9,4.1,16.1,2.0
O=C(/C=C/c1ccco1)N(Cc1cccc(Br)c1)C1CCS(=O)(=O)C1 (stereo unspecified),5.1,-5.7,2.1,-2.0,6.5,3.5,7.7,14.7,-3.6
COc1ccc2c(Cl)c(-c3nnc(SCC(=O)c4ccccc4)n3C)sc2c1,-1.1,-0.5,-1.7,1.7,1.6,1.3,-9.5,4.4,-5.4
CN(CCC#N)C(=O)COC(=O)c1ccc(CNS(=O)(=O)c2ccc(F)c(Cl)c2)cc1,-1.7,-1.3,-3.9,-4.7,5.7,-2.5,8.7,1.6,-0.5
O=C(COC(=O)c1ccccc1O)NCCC1=CCCCC1,nt,-0.7,-0.7,-0.8,1.2,6.4,5.4,0.0,-0.6
CCC(Sc1nc(-c2ccccc2)c(-c2ccccc2)[nH]1)C(=O)O (stereo unspecified),-0.2,2.2,2.2,-7.2,-4.2,-30.4,11.1,7.1,23.3
CCOC(=O)c1sc(NC(=O)c2ccc(S(=O)(=O)N3CCCCCC3)cc2)nc1-c1ccccc1,nt,-1.1,-2.2,-8.6,-8.3,-7.2,6.9,0.4,-0.5
COc1ccccc1C(=O)COC(=O)c1ccccc1O,0.4,-3.1,4.0,-4.2,-3.0,-7.9,1.5,7.9,-5.8
O=C(O)c1cccc(S(=O)(=O)N2CC=C(c3ccccc3)CC2)c1,2.5,-4.3,-2.4,-6.9,-0.6,2.8,-0.4,6.3,0.9
O=[N+]([O-])c1cc2c(cc1CN1CCN(c3ccc(F)cc3)CC1)OCO2,1.2,1.2,-0.3,-0.9,-2.9,-21.4,-6.8,-6.8,5.1
CC(=O)Nc1ccc(Nc2cc(C)nc(Nc3ccc(NC(C)=O)cc3)n2)cc1,2.0,-1.2,1.1,10.1,13.6,-47.4,5.9,10.9,0.2
O=C(Cn1cc(C(F)(F)F)ccc1=O)N1CCc2ccccc21,-0.2,-2.7,-0.8,6.4,5.2,nt,0.1,-2.5,2.6
O=c1c2[nH]c3cccc(Cl)c3c2ncn1CCN1CCCCC1,nt,nt,4.4,6.3,3.0,-19.5,-10.6,6.7,2.5
O=C(O)c1ccc(N2C(=O)c3ccc(C(=O)c4cccc([N+](=O)[O-])c4)cc3C2=O)cc1,nt,-1.0,-0.7,2.7,2.0,-1.3,-5.4,12.9,3.7
O=C(COc1ccccc1Cl)NNC(=O)c1ccc2nc[nH]c2c1,1.1,-2.0,-2.0,-5.1,-1.4,-4.6,-1.6,-3.6,-0.2
CC(=O)Oc1cc2c(C(=O)NCCCN3CCOCC3)c(C)oc2c2ccccc12,5.0,-0.8,-1.3,2.1,-8.4,0.6,1.7,0.0,2.6
O=c1cc(-c2ccccc2)[nH]c2ccc(F)cc12,11.9,-3.1,3.3,-13.4,6.4,-3.4,9.4,8.5,-0.2
COc1cccc2c(=O)c3c(oc12)CCCC3,12.2,-1.5,nt,nt,1.0,-5.5,-2.7,5.6,45.0*
CCOC(=O)c1c(C2CC2)csc1NC(C)=O,-0.1,1.5,-0.9,-4.5,8.2,2.2,-0.7,8.6,-1.1
c1ccc(-c2nccc(-c3ccc(-n4cnc5ccccc54)cc3)n2)nc1,-0.3,-2.7,2.4,11.9,12.6,-6.4,-4.3,4.5,6.2
S=C(NCC1CCCO1)N1CCN(Cc2ccccc2)CC1 (stereo unspecified),nt,-1.9,2.2,-3.5,-1.9,11.0,8.1,7.3,1.1
O=C1C2CC=CCC2C(=O)N1Cc1nnc(-c2ccc(Cl)cc2)o1 (stereo unspecified),nt,-0.3,0.5,-7.5,6.6,-2.3,-7.5,-3.3,3.0
CCN(Cc1ccccc1)C(=O)CSc1nc(C)cc2c1C(=O)OC2,10.9,-0.8,1.3,0.4,3.7,11.4,5.8,1.5,0.8
Cc1ccc(C)c(Nc2nn3c(=O)c4ccc(C(=O)NCc5cccnc5)cc4nc3s2)c1,-0.8,0.1,4.1,-0.3,0.9,1.3,-0.9,0.4,0.0
CCn1c(CC(=O)Nc2ccc(Cl)cc2)nnc1SCC(=O)N1CCOCC1,10.2,-4.3,-0.8,2.1,-2.5,11.0,6.6,-3.0,1.6
COc1cc(C(=O)NNC(=O)Cc2ccc(S(=O)(=O)N3CCOCC3)s2)cc(OC)c1OC,-0.9,-1.5,-3.7,0.5,3.3,-4.7,2.5,0.7,-0.9
Fc1ccc(-c2nnc3ccc(N4CCCC4)nn23)cc1,-0.7,-3.0,-0.2,7.5,13.2,-15.5,2.2,8.4,-0.6
CCCCOc1ccc(C2CC(=O)NC2=O)cc1 (stereo unspecified),0.5,-0.6,0.1,6.5,1.5,-1.1,-0.3,3.0,0.3
Cc1c(CC(=O)O)c(=O)oc2c(C)c(OCc3ccc(F)cc3F)ccc12,-0.2,-3.4,2.4,7.9,-4.0,6.9,5.0,1.3,5.6
COc1ccc(C(=O)NCc2ccc(C)cc2)cc1S(=O)(=O)N1CCCc2ccccc21,-2.1,9.9*,2.4,-19.7,3.9,-12.6,0.4,-1.5,1.6

# The closing two entries of the section before come first, to join the parts.
SMILES,Mtb BioA inh,FadD28 FP inh,Mtb UGM inh,Rv3671c inh,MazF activator,BoNT F protease,PrPC TRFRET,GDH-TPI inh,Mtb FBA inh
Cc1c(CC(=O)O)c(=O)oc2c(C)c(OCc3ccc(F)cc3F)ccc12,-0.2,-3.4,2.4,7.9,-4.0,6.9,5.0,1.3,5.6
COc1ccc(C(=O)NCc2ccc(C)cc2)cc1S(=O)(=O)N1CCCc2ccccc21,-2.1,9.9*,2.4,-19.7,3.9,-12.6,0.4,-1.5,1.6
COc1ccc(C(=O)c2ccc(-c3ccc(OC)cc3)nc2)cc1,0.8,nt,nt,nt,-4.6,-11.3,1.1,4.8,0.6
COc1cccc(S(=O)(=O)Nc2cccc(C(=O)N3CCCC3)c2)c1,-0.5,nt,2.2,nt,6.8,-48.7,-4.2,5.2,-3.5
CCSCc1nnc(SCC(=O)Nc2cccc(C(C)=O)c2)n1C,-1.3,1.0,-0.6,5.3,6.6,-1.7,3.3,1.9,1.1
O=C(N/N=C/c1cc(Br)ccc1O)c1cccc(N2CCCC2=O)c1,nt,-1.8,-0.4,-5.5,3.9,-35.9,3.0,27.3,5.4
C=CCn1c(CCNC(=O)c2ccco2)nc2ccccc21,nt,-0.2,-1.8,1.9,-1.6,-14.9,-1.5,3.0,3.7
CCn1nc(CC(=O)Nc2ccc(-n3cnnn3)c(C)c2)c2ccccc2c1=O,1.2,-0.1,3.1,-7.8,2.5,-14.1,-3.9,9.0,-3.9
COc1ccc(NC(=O)c2ccc(CN3CCN(c4ccccc4)CC3)cc2)cc1,-0.5,-6.1,-1.0,6.5,4.6,-3.4,7.9,3.0,0.3
Cc1cc(N/N=C/c2ccccc2F)c2ccccc2n1,nt,-2.6,-0.1,-11.4,4.8,-11.1,0.8,4.7,10.9
NC(=O)c1cccc(-c2ccnc3c2CC(C(=O)NCC2CC2)O3)c1 (stereo unspecified),-0.1,-3.8,nt,nt,nt,-0.7,5.0,1.8,-1.3
Fc1cc(F)cc(NC(=S)N2CCC(c3ccccc3)C2)c1 (stereo unspecified),1.6,1.3,-0.9,-1.8,0.7,-3.0,4.2,-1.2,-4.8
COc1cc(OC)c2c(c1)C(=O)OC2OC (stereo unspecified),nt,-3.0,-0.4,3.2,-2.6,0.2,3.8,8.8,-0.7
COc1cc(C(=O)NNC(=O)c2ccc(NC(=O)C(C)(C)C)cc2)cc(OC)c1OC,-1.0,-0.4,-2.4,-2.3,-2.0,-4.1,-6.2,2.4,0.7
CC(C)OCCCNC(=S)N1CCC(C(=O)c2ccc(Cl)cc2)CC1,-0.4,-1.9,0.2,3.5,-10.5,nt,12.2,10.0,0.7
CS(=O)(=O)Nc1cccc(NC(=O)c2cccc3c(-c4ccc(F)c(F)c4)coc23)c1,0.0,0.7,nt,nt,nt,-3.2,-0.5,-2.7,0.7
CC(C)CC(C(=O)O)N1C(=O)C2C3c4ccccc4C(c4ccccc43)[C@@H]2C1=O (stereo partly specified),-0.4,-1.8,-1.6,1.5,-3.1,4.3,10.7,1.7,1.5
O=C(O)c1cc2cc(F)ccc2[nH]1,-0.1,-1.9,-0.7,1.7,-0.3,-5.8,-1.0,6.3,1.4
CC1CC(C)CN(C(=O)CCNC(=O)c2ccccc2Cl)C1 (stereo unspecified),0.0,0.7,0.3,nt,2.4,-3.6,-5.1,-9.1,4.2
CCc1ccc2c(c1)cc(CN(C(=S)Nc1ccccc1)C1CC1)c1nnnn12,14.5,0.1,2.7,0.2,-23.6,-5.1,6.0,1.9,2.4
CCCN(CCC)C(=O)CC(c1ccccc1)c1cc(Br)ccc1O (stereo unspecified),nt,-1.3,-2.9,-5.4,-7.3,2.5,4.8,2.1,1.3
COc1ccc(CCN(C)CC(O)c2ccccc2)cc1OC (stereo unspecified),nt,-0.4,-0.8,-0.4,8.2,-0.2,-2.2,3.8,3.3
COc1ccc(S(=O)(=O)N2CCCCC2)cc1NC(=O)CSc1nnc(C2CC2)n1C,-0.7,1.7,-1.6,-0.7,-2.4,-8.1,1.6,-4.1,-1.0
COc1ccc(CCN2C(=O)CC(NNC(=O)c3ccccc3Br)C2=O)cc1 (stereo unspecified),-0.8,-0.6,-0.6,-1.1,-6.6,-8.1,7.7,4.4,-0.7
O=C(NNC(=O)C1CCCCC1)c1ccco1,nt,-4.2,2.3,2.1,-2.1,1.6,2.7,3.0,0.3
CC(Sc1nnc2n1CCCCC2)C(=O)Nc1ccccc1[N+](=O)[O-] (stereo unspecified),-0.3,-1.5,-1.4,4.3,2.5,-1.1,-13.4,0.4,2.9
COC(=O)c1ccc(C2C(C(=O)c3cc4ccccc4o3)=C(O)C(=O)N2c2cc(C)on2)cc1 (stereo unspecified),-1.6,-3.0,-3.3,-3.1,2.2,9.2,3.5,1.7,0.7
O=C(NC1CCCCC1)C(c1cc2ccccc2o1)N1CCOCC1 (stereo unspecified),-2.4,-0.2,nt,nt,nt,-5.0,-3.6,nt,-0.2
COc1ccc(-c2cc(=O)oc3cc(OCC(=O)NCC4CCC(C(=O)O)CC4)ccc23)cc1 (stereo unspecified),0.4,-4.3,-0.3,-3.9,-3.8,-3.7,-23.6,33.3*,5.8
O=C(COC(=O)CNC(=O)C1CCCCC1)Nc1ccc2ccccc2c1,0.9,-1.9,-1.6,-2.8,4.2,-9.6,0.2,0.0,1.2
COc1ccc2[nH]c3c(c2c1)CCN1C(=O)C(CC(=O)NCc2cccc(C(F)(F)F)c2)C[C@H](C(=O)N2CCCCC2)[C@@]31CCc1ccccc1 (stereo partly specified),-3.9,-2.2,nt,nt,-6.8,-12.9,-2.7,13.5,5.1
COc1ccc(CN(C)CC(=O)NC2CCCc3ccccc32)cc1OC (stereo unspecified),nt,-2.4,0.8,-11.0,0.9,0.3,-0.5,-4.7,-2.8

# The closing four records of the section above come first, to join the parts.
SMILES,Mtb BioA inh,FadD28 FP inh,Mtb UGM inh,Rv3671c inh,MazF activator,BoNT F protease,PrPC TRFRET,GDH-TPI inh,Mtb FBA inh
COc1ccc(-c2cc(=O)oc3cc(OCC(=O)NCC4CCC(C(=O)O)CC4)ccc23)cc1 (stereo unspecified),0.4,-4.3,-0.3,-3.9,-3.8,-3.7,-23.6,33.3*,5.8
O=C(COC(=O)CNC(=O)C1CCCCC1)Nc1ccc2ccccc2c1,0.9,-1.9,-1.6,-2.8,4.2,-9.6,0.2,0.0,1.2
COc1ccc2[nH]c3c(c2c1)CCN1C(=O)C(CC(=O)NCc2cccc(C(F)(F)F)c2)C[C@H](C(=O)N2CCCCC2)[C@@]31CCc1ccccc1 (stereo partly specified),-3.9,-2.2,nt,nt,-6.8,-12.9,-2.7,13.5,5.1
COc1ccc(CN(C)CC(=O)NC2CCCc3ccccc32)cc1OC (stereo unspecified),nt,-2.4,0.8,-11.0,0.9,0.3,-0.5,-4.7,-2.8
COc1ccc(C2=[N+](C)CCn3cccc32)c(OC)c1,nt,-3.1,-0.2,0.9,-11.9,-5.9,-4.5,22.9,-1.9
CC1(C)CC(=O)C2=C(C1)NC(=O)NC2c1ccccc1 (stereo unspecified),nt,-2.0,6.6,-6.4,-0.7,0.2,-3.7,1.2,4.0
CC(=O)N1CCN(C(=O)c2cc3c(s2)CCC(C)C3)CC1 (stereo unspecified),-0.5,0.6,nt,nt,0.1,3.8,3.3,2.9,4.3
Nc1cc(F)ccc1N1CCCCCC1,1.5,0.2,0.4,-0.2,0.2,-38.1,8.0,0.7,0.8

# High-throughput results (PubChem BioAssay)
